# TRHR ag – activates the human TRH receptor | TRHR cells, calcium flux fluo-8, FDSS agonist mode | 0.18% of 360,000 active | P34981 | activation, % at 2 µM; in the data active = activation above about 30%; also: 0% is about no effect
#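 Read-out: compound-evoked intracellular calcium rise in TRHR cells, fluo-8 dye, kinetic FDSS fluorescence at 1 s/cycle following a 10-cycle baseline. Cells cultured overnight before dye loading (30 min–1.5 h, RT).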
# Pol iota inh – DNA polymerase iota (human) inhibition; AID 588590; 1% of 390,000 active; Q9UNA4; Pol iota fluorescent replication assay, 10 min; Potency, µM (top dose mostly 115 µM), without a hit: at the highest dose activity, negative = inhibition, most hits filed as inhibitors; also: potency is read from the fitted curve at half-maximal effect
#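 Pol iota at 10 nM preincubated 15 min with compounds at room temperature; reaction started with fluorescent substrate, 50 nM final. Fluorescence read kinetically at 0 and 10 min; buffer-only wells as negative control.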
# Apoferritin bind – candidate novel general anesthetic via apoferritin binding | P02791 | apoferritin/1-aminoanthracene competitive binding, fluorescence | 0.074% of 350,000 active | Potency, µM (top dose mostly 77.5 µM), for inactives: top-dose activity change, negative = displacement, hits mostly inhibitors; also: potency is read from the fitted curve at half-maximal effect; % is scaled to controls: 0 for no effect and ±100 for the full control effect; nearly all actives have a fitted effect of over 20% in size
# Target sequence (P02791 2-175 limits assumed): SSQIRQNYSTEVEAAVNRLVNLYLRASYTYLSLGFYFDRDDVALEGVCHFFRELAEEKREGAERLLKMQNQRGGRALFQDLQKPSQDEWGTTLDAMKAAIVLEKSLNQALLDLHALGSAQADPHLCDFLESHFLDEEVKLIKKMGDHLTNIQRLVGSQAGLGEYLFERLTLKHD
#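 Apoferritin-based anesthetic binding model; compound displacement of fluorescent 1-AMA measured as endpoint fluorescence after 10 minutes at room temperature, scaled to free-ligand and complex controls.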
# ERG Ets-DNA blk – inhibitors of human ERG Ets domain-DNA interaction; P11308; fluorescence polarization, His-ERG Ets domain / labelled DNA; Potency, µM (series often up to 76.9 µM), inactives show at the top dose FP activity, negative = inhibition, most hits filed as inhibitors; 0.028% of 370,000 active; AID 624246; active = well fitted inhibition curve with a large enough effect in the polarisation, with a control signal flat; inconclusive = small, poorly fitted or top-dose-only effect, or effect the other way, or a change in a side signal; inactive = no such curve, though single readings can be large or run the other way; the % refers to the polarisation;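 also: polarization taken with two DNA probes labelled with fluorescein and Texas red; potency is read from the fitted curve at half-maximal effect; % of control where 0% means no effect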
#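 His-tagged ERG Ets domain (1 uM in the protein solution; 300mM KCl, 50mM Tris-HCl, 1mM EDTA, 1mM DTT, pH 7.5) received compound, then a probe mix of 5 nM fluorescein-DNA and 100nM Texas-615-DNA. Fluorescence polarization was read for both dyes.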
# POLK inh – DNA polymerase kappa (human) inhibition; purified Pol kappa, fluorescent DNA synthesis assay, 10 min; Potency, µM (highest dose often 107 µM), for the others: top-dose activity, negative = inhibition, most hits filed as inhibitors; 0.53% of 400,000 active; also: potency is read from the fitted curve at half-maximal effect; % is scaled to controls: 0 for no effect and ±100 for the full control effect
#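 Readout: fluorescence, taken kinetically at 0 and 10 min. Conditions: 10 nM Pol kappa, 15 min RT compound preincubation, 50 nM substrate final. Controls: enzyme-free buffer wells.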
# APEX1 inh – APE1 (human) endonuclease inhibition; P27695; recombinant APE1, TAMRA/BHQ-2 abasic DNA cleavage fluorescence; Potency, µM (doses to about 65.8 µM), without a hit: at the highest dose activity change, negative = inhibition, hits mostly inhibitors; 0.35% of 350,000 active;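 also: potency is read from the fitted curve at half-maximal effect; plate controls were vehicle for no effect and reference inhibitor for full effect; nearly all actives have a fitted effect of over 55% in size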
#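 Incision of a quenched TAMRA/BHQ-2 THF abasic-site duplex (50 nM) by 0.75 nM APE1, after 15 min compound preincubation, measured as fluorescence increase over three 60 s reads. Values normalized to buffer, DMSO and NSC13755 control wells.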
# 12-LOX inh – blocks human arachidonate 12S-lipoxygenase; Potency, µM (titrated, usually from 108 µM), for inactives: at the highest dose activity change, negative = inhibition, most hits filed as inhibitors; 1.1% of 580,000 active; purified 12hLO, xylenol orange hydroperoxide absorbance; P18054; also: potency is read from the fitted curve at half-maximal effect; % is scaled to controls: 0 for no effect and ±100 for the full control effect
# Target sequence (P18054 whole entry, looked up): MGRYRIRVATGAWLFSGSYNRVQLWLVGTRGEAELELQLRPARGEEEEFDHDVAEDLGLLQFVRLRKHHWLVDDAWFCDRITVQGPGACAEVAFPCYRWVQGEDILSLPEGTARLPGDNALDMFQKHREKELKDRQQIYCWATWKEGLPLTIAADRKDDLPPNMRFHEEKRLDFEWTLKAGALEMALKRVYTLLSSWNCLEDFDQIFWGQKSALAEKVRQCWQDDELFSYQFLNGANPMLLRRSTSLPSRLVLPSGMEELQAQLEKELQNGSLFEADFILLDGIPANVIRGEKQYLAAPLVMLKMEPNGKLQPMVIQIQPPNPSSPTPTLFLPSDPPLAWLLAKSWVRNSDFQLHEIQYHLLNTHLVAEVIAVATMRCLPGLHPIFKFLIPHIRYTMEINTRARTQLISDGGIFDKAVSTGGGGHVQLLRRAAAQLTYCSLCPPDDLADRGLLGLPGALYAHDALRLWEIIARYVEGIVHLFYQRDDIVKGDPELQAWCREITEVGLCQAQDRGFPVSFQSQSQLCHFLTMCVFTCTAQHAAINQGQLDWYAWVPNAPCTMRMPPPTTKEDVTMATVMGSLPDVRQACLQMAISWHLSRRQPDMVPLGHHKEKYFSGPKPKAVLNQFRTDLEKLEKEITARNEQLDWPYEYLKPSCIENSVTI
#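 Hydroperoxide product was detected by ferrous iron/xylenol orange as the 573 to 405 nm absorbance ratio. Arachidonic acid at 40 uM (final) was turned over for 30 min at room temperature by 150 nM human 12hLO, pH 7.0 Hepes buffer, after 15 min compound preincubation.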
# Pol beta inh – inhibitors of human DNA polymerase beta | P06746 | Pol beta primer extension/strand displacement, fluorescence kinetic | Potency, µM (top dose mostly 114 µM), without a hit: at the top dose activity change, negative = inhibition, most hits filed as inhibitors | 1.3% of 340,000 active; also: potency is read from the fitted curve at half-maximal effect; % is scaled to controls: 0 for no effect and ±100 for the full control effect
#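 Reaction started by 50 nM substrate onto compound-treated Pol beta (10 nM, 15 min preincubation, room temperature); plates read at 0 min and 10 min. Normalized concentration-effect data fitted by four-parameter Hill equation.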
# BLM inh – Bloom syndrome helicase (human) inhibition; recombinant BLM DNA unwinding, fluorescence dequenching; Potency, µM (top dose mostly 56.1 µM), inactives show top-dose activity change, negative = inhibition, usual class: inhibitors; 0.2% of 350,000 active; AID 2528;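 also: potency is read from the fitted curve at half-maximal effect; plate controls were vehicle for no effect and no enzyme for full effect; nearly all actives have a fitted effect of over 35% in size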
# Starred values were filed as active, the others as inactive; ? = inconclusive; · = not tested or not shown; & = joins results of further samples; [ ] = dose if it differs, or a comment. Unless noted, calls follow the shape of the dose curve; as a rule, active = well fitted curve in the direction sought with a large enough effect; inconclusive = small, poorly fitted or top-dose-only effect, or another doubt; inactive = no such curve, though single readings can be large; an effect the other way counts as inactive or inconclusive.
# The line under a structure holds: TRHR ag, Pol iota inh, Apoferritin bind, ERG Ets-DNA blk, POLK inh, APEX1 inh, 12-LOX inh, Pol beta inh, BLM inh
O=C(O)C1CSC(c2coc3ccccc3c2=O)N1 (centres undefined)
→ -0.6, -10%, -3%, 11%, -7%, -10%, -34%, 9%, 2%
CCC(=O)N1CCc2cc(Br)cc(S(=O)(=O)N3CCCC(C(=O)Nc4cccc(C)c4C)C3)c21 (centres undefined)
→ -1.7, -3%, 47%, -2%, -13%, ·, -22%, 0%, -3%
Cc1ccc(C)c(NC(=O)c2cnc3n(c2=O)CCS3)c1
→ 0.1, 26%, -4%, -1%, -14%, 2%, 0%, 3%, 0%
CCOC(=O)N1CCN(C(=O)c2ccc(-n3c(C)ccc3C)cc2)CC1
→ 0.6, 14%, -9%, -1%, 3%, -5%, 0%, 2%[57.1 µM], 4%
COc1ccc(C2(O)CCN(CC(=O)Nc3nc(-c4ccccc4)cs3)CC2)cc1
→ -0.3, 49%[activator], -15%, -3%, -23%, -6%, 2%, ?, -11%
O=C(c1cc(Cl)c(=O)n(Cc2ccccc2)c1)N1CCOCC1
→ -0.5, 20%, -11%, -4%, -15%, -3%, 6%, -2%, 1%
c1csc(CCNc2ncnc3sc4c(c23)CCC4)c1
→ -0.6, -15%, -8%, 10%, -11%, -4%, -4%, 2%, -2%
CC(=O)Nc1cccc(C(=O)OCC(=O)Nc2nnc(-c3ccccc3)o2)c1
→ 0.3, 11%, ·, 5%, -9%, 17%, -3%, ·, ·
Cc1ccc(NC(=O)CN2C(=O)NC3(CCCC3)C2=O)cc1S(=O)(=O)N1CCCCC1
→ 0.3, -5%, ·, -4%, -11%, 14%, ?, ·, ·
CC(=O)c1sc(NC(=O)C2CSC3(C)CCC(=O)N23)nc1-c1ccccc1 (centres undefined)
→ -0.4, 29%, ·, 12%, -6%, 5%, -31%, ·, ·
Cc1ccc(/C=N/Nc2cccc(C(=O)O)c2)s1
→ 0.0, -21%, -10%, -15%, -13%, -2%, ?, ?, 3%
CCC1C(=O)N=C(SCC(=O)Nc2ccc(C)cc2)N(c2ccccc2)C1=O (centres undefined)
→ -0.9, 24%, -6%, -4%, -11%, 11%, -67%, 19%, -2%
COC(=O)c1sccc1-c1ccc(/C=N/OCc2c(Cl)cccc2Cl)o1
→ ·, 5%, 1%, 5%, -10%, 3%, 0%, 19%, -2%
Cc1cccc(NS(=O)(=O)c2cccc(C(=O)NCC(c3ccc(F)cc3)N3CCOCC3)c2)c1 (centres undefined)
→ ·, 12%, ·, 9%[15.4 µM], -7%, ·, ?, ·, ·
CSCC[C@H](NC(=O)c1nn(C)c(=O)c2ccccc12)c1nc2ccccc2[nH]1
→ -1.2, 20%, -21%, ·, -5%, -2%, 10%, -5%, -1%
Cc1ncc(CN2CCC(CO)(CCc3ccccc3)CC2)s1
→ 1.5, 16%, 2%, -14%, -6%, 0%, -15%, 84%, -4%
O=C(Cn1nc(-c2ccccc2Cl)ccc1=O)Nc1ccccc1-c1ccccc1
→ -0.1, 92%[activator], -7%, 15%, -3%, 3%, -7%, -22%, -3%
COc1ccc(CC(=O)NCCc2sc(-c3cccc(F)c3)nc2C)cc1
→ 0.0, 3%, -6%, 10%, -6%[60.1 µM], ·, -8%, 17%, 0%
NC(=O)C1CCN(C(=O)c2ccc(-c3ccccc3Cl)o2)CC1
→ -0.2, 7%, ·, ·, 2%, 2%, -6%, ·, ·
Cc1ccc(C(=O)Nc2ccc(NC(=O)c3cccs3)cc2)cc1C
→ 0.6, -1%, 1%, 0%, -22%, ·, ?, 2%, -4%
CC(=O)Oc1cccc(N2C(=O)CC(Nc3ccc(N4CCOCC4)cc3)C2=O)c1 (centres undefined)
→ -0.5, 20µM*, -11%, -10%, -23%, -6%, 35µM*, ?, -7%
CCc1csc(CCNC(=O)C2CCC(=O)N(Cc3cccc(C(F)(F)F)c3)C2)n1 (centres undefined)
→ -0.2, -2%, -18%, 7%, -1%, 3%, 0%, 7%, -2%
Cc1nc2ccc(NC(=O)c3ccc(S(=O)(=O)N(C)C)cc3)cc2s1
→ 0.0, 4%, -11%, -5%, -1%, 1%, -5%, 71%, 0%
CCOc1ccc(C(=O)NCCCn2ccnc2)cc1
→ 0.0, 14%, -1%, -3%, 9%, -2%, 2%, -1%, -1%
CCc1ccccc1NC(=O)c1cc([N+](=O)[O-])ccc1N1CCOCC1
→ 0.3, 39%[activator], -14%, 8%, -7%, -3%, -1%, 9%, 0%
Cc1ccc(C(=O)N/N=C/c2ccc(OC(=O)c3ccccc3Cl)cc2)cn1
→ 0.2, 85%[activator], -4%, 7%, -6%, -8%, -2%, 23%, -3%
CC(=O)OC(C(=O)NCCc1ccccc1)c1cccnc1 (centres undefined)
→ -0.1, ·, -7%, -5%, 1%, -1%, 27%, 33%, 0%
COc1ccccc1NC(=O)c1ccc2nc(N3C(=O)CCC3=O)sc2c1
→ -2.1, -4%, -17%, 10%, 3%, -4%, -29%, 15%, -2%
COc1ccc(CCN(C)C(=O)c2cc(S(=O)(=O)NCc3ccccc3)ccc2C)cc1OC
→ -0.2, 24%, ·, 4%, 2%, 44%, 0%, ·, ·
COCCCNC(=O)CSC1=Nc2ccccc2C2=NC(CCC(=O)NCc3ccc(OC)cc3)C(=O)N12 (centres undefined)
→ -0.1, -4%, -4%, -4%, 0%[60.1 µM], ·, -19%, 9%, 3%

# Reprinted at random: 2 compounds from above
# The line under a structure holds: TRHR ag, Pol iota inh, Apoferritin bind, ERG Ets-DNA blk, POLK inh, APEX1 inh, 12-LOX inh, Pol beta inh, BLM inh
COCCCNC(=O)CSC1=Nc2ccccc2C2=NC(CCC(=O)NCc3ccc(OC)cc3)C(=O)N12 (centres undefined)
→ -0.1, -4%, -4%, -4%, 0%[60.1 µM], ·, -19%, 9%, 3%
CC(=O)OC(C(=O)NCCc1ccccc1)c1cccnc1 (centres undefined)
→ -0.1, ·, -7%, -5%, 1%, -1%, 27%, 33%, 0%

# Ordered by value in Pol iota inh (high to low): 3 of the compounds above
Molecule	TRHR ag	Pol iota inh	Apoferritin bind	ERG Ets-DNA blk	POLK inh	12-LOX inh	BLM inh
Cc1ncc(CN2CCC(CO)(CCc3ccccc3)CC2)s1	1.5	16%	2%	-14%	-6%	-15%	-4%
CC(=O)Nc1cccc(C(=O)OCC(=O)Nc2nnc(-c3ccccc3)o2)c1	0.3	11%	·	5%	-9%	-3%	·
Cc1ccc(C(=O)Nc2ccc(NC(=O)c3cccs3)cc2)cc1C	0.6	-1%	1%	0%	-22%	?	-4%

# (next part)
# The line under a structure holds: TRHR ag, Pol iota inh, Apoferritin bind, ERG Ets-DNA blk, POLK inh, APEX1 inh, 12-LOX inh, Pol beta inh, BLM inh
CNC(=O)C(=O)N/N=C/c1ccccn1
→ 1.0, 25%, -5%, 4%, -2%, 18%, -4%, 1%, -2%
Cc1ccc(/C=C/C(=O)NC(C)c2ccccc2)cc1 (centres undefined)
→ -0.2, 11%, -3%, 2%, 2%, 2%, -9%, 21%, -1%
COc1cc2nc(C3CC3)n(NC(=O)c3ccc(F)cc3)c(=O)c2cc1OC
→ -0.2, 1%[58.9 µM], 10%, -9%, 1%, -1%, 5%, 5%, -1%
O=C(NCCOc1cccnc1)C1CCC(=O)N(Cc2ccccc2F)C1 (centres undefined)
→ 1.0, -1%, -4%, -7%, -2%, -10%, 430%[activator], -1%, -5%
COC(=O)C1=C(C)OC(N)=C(C#N)C1c1ccc(OC)c(CSc2ccccn2)c1 (centres undefined)
→ -0.1, 12%, -11%, -5%, -19%, -3%, -29%, ?, -5%
COc1ccc(/C=N/Nc2nc(-c3ccc(C)cc3)c(C#N)c(=O)[nH]2)cc1
→ -0.4, 89%[activator], -12%, 1%, -4%, 18%, 2%, -5%, -14%
Nc1cc(=O)[nH]n1C1CCN(c2ccccc2)CC1
→ 0.7, 12%, -9%, 1%, -3%, 6%, 0%, 2%, -4%
CC1CCN(C(=O)CCNS(=O)(=O)c2ccc3c(c2)oc(=O)n3C)CC1
→ -0.6, 26%, -2%, 2%, -5%, 1%, 11%, 3%, -1%
CCN(c1ccccc1)S(=O)(=O)c1ccc(C(=O)N2CCOCC2)cc1
→ ·, 32%[activator], ·, 1%, 0%, 14%, 6%, ·, ·
CCOc1cc(S(=O)(=O)Nc2ccc(Cl)cn2)ccc1F
→ -0.9, -1%, -4%, -10%, -9%, 0%, 0%, 8%, 13%
COc1ccc(Cl)cc1C(=O)NCCN1CCOCC1
→ 0.5, 24%, -4%, 9%, 4%, 49%[activator], -11%, -1%, 1%
CCOc1ccccc1C(C(=O)NCCOC)N(CCOC)C(=O)Cn1nnc2ccccc21 (centres undefined)
→ 0.5, 77%[activator], -2%, 6%, -3%, -3%, 0%, -12%, 0%
COC(=O)Cn1cnc2c(Cl)nc(F)nc21
→ ·, -11%, ·, -4%, 14%, 22%, -2%, ·, ·
C/C(=N/N=C(/N)SCc1ccccc1)C(C)(C)C
→ 0.2, 145%[activator], -17%, 1%, -12%, 6%, -16%, 1%, -2%
O=S(=O)(c1ccc(NCCOCCO)nc1)N1CCCCC1
→ 0.1, -10%, ·, -9%, -12%, -6%, 4%, ·, ·
O=C(c1cc2cc(Br)ccc2o1)N1CCOCC1
→ -0.2, -2%, -10%, 1%, -14%, -10%, 2%, 93%, 0%
CCCCn1cc(C(C)(C)C)c(C#N)c1NC(C)=O
→ 0.7, 67%[activator], -3%, 3%, -4%, -1%, 7%, 1%, -2%
CC1CCc2c(sc(NC(=O)CSc3nnc(-c4ccccc4)o3)c2C#N)C1 (centres undefined)
→ -0.6, -11%, -1%, 3%, -14%, -6%, -22%, -11%, 1%
CC(=O)c1nccs1
→ 0.1, 16%, ·, -9%, 16%, 45%&7%, ·, ·, ·

# Bioassay records deposited in PubChem by National Center for Advancing Translational Sciences (NCATS).

# An excerpt. The share of hits here may be higher or lower than overall.
